Screening data: PubChem BioAssay, National Center for Advancing Translational Sciences (NCATS)
Vif-A3G inh: blocks the Vif interaction with human APOBEC3G. 410,000 compounds, 0.076% hits. HeLa A3G-eYFP + Vif (tagged APOBEC3G with the HIV-1 protein that degrades it), YFP fluorescence, overnight. Q9HC16. Potency, µM (doses to about 46.1 µM), without a hit: top-dose activity, negative = active, usual class: inhibitors. AID 602310;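 note: potency is the fitted concentration of half-maximal effect; % is set by controls: 0 for no effect and ±100 for the full control effect; nearly all actives have a fitted effect of over 60% in size; hits raise eYFP signal because A3G escapes Vif-driven loss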
Target sequence (Q9HC16 whole entry, looked up): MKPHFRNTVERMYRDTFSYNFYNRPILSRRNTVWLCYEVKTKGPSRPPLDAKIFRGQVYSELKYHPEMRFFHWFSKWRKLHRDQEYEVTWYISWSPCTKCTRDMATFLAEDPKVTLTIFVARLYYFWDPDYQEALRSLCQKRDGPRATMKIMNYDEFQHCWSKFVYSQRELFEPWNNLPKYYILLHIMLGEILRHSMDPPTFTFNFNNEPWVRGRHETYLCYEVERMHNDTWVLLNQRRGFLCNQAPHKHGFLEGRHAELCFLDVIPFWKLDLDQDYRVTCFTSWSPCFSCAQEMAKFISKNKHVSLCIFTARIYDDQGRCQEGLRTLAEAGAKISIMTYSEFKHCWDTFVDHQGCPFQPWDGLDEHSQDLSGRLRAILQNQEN
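HeLa cells stably expressing Vif and C-terminally eYFP-tagged A3G, seeded overnight at 37 deg C, then exposed to compound by pintool overnight at 37 deg C. Rise in yellow fluorescence (Ex 488/Em 500-530, Acumen) marks blocked Vif-driven A3G degradation.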
PI4K2A inh: blocks human PI4K2A kinase activity; purified PI4K2A, ADP-Glo luminescence, 1 h; stronger effect = lower value; activity change, negative = inhibition, % at 76.9 µM; 420,000 compounds, 0.13% hits; Q9BTU6; AID 1346378; in the data active = activity change below about -50%; inconclusive = mostly about -30% to -49%;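 note: -100% = wells without enzyme as full effect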
Target sequence (Q9BTU6 whole entry, looked up): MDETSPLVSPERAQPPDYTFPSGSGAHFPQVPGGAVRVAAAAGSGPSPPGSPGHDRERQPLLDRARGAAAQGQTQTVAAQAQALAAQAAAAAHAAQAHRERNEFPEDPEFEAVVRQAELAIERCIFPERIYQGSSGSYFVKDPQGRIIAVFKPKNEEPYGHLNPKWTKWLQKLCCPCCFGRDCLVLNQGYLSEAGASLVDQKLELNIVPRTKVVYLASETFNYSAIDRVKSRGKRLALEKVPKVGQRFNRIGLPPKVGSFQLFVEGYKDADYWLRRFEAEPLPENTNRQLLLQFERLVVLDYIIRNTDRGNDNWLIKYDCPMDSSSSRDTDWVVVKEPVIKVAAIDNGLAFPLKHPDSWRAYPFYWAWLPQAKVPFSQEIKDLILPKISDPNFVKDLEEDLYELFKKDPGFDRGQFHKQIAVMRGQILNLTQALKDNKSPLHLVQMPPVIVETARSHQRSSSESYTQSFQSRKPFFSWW
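PI4K2A activity was measured by ADP-Glo luminescence: enzyme (4 ug/mL stock) and phosphatidylinositol (1.2 mM stock) in Tris pH 7.5/MgCl2/EGTA/Triton X-100 buffer were reacted with ATP (300 microM stock) for one hour at ambient temperature.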
Vif-APOBEC3F blk: inhibitors of Vif-A3F interaction. HeLa A3F-eYFP + Vif (tagged APOBEC3F with the HIV-1 protein that degrades it), YFP fluorescence increase. Potency, µM (series often up to 46.1 µM), without a hit: at the highest dose activity, negative = active. 390,000 compounds, 0.2% hits. AID 602313; note: potency is the fitted concentration of half-maximal effect; % of control where 0% means no effect; nearly all actives have a fitted effect of over 65% in size
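Fluorescence increase (Ex 488/Em 500-530) after overnight compound treatment at 37 deg C flags inhibition of Vif-driven A3F-eYFP loss in stable HeLa A3F-eYFP/Vif cells seeded overnight beforehand.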
LDHA inh: blocks human lactate dehydrogenase A; purified LDHA, NADH/diaphorase-resazurin fluorescence; stronger effect = lower value; activity change, % (values are at about 110 or 230 µM); 480,000 compounds, 0.15% hits; in the data active = activity change below about -30%; inconclusive = mostly about -25% to -30%;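 note: plate controls were DMSO wells for no effect and wells without enzyme for full effect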
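Resorufin fluorescence (ex540/em590), read at 0 and 20 min after diaphorase/resazurin addition, reports the NADH left after a 5 min room-temperature reaction of 2 nM human LDH5 with 0.06 mM NADH and 0.2 mM pyruvate.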
TrxR1 substrate: substrates of rat thioredoxin reductase 1 | purified TrxR1 substrate turnover, NADPH consumption readout | Potency, µM (highest dose often 114 µM), inactives show at the highest dose activity change, negative = substrate turnover | 390,000 compounds, 0.01% hits | AID 588456; note: potency is the fitted concentration of half-maximal effect; % is set by controls: 0 for no effect and ±100 for the full control effect; nearly all actives have a fitted effect of over 50% in size
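Rat TrxR1, dispensed at 90 nM, was prereduced with 400 uM NADPH (final) for 5 min at ~22 deg C, then incubated with compound 15 min before 400 uM selenite. A first-read NADPH fluorescence drop versus no-compound background flagged substrates.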
RXFP1 ag: activates the human relaxin receptor RXFP1; Q9HBX9; HEK293T-RXFP1 cAMP TR-FRET, 30 min; response scale: percent of porcine relaxin response, buffer zero; Potency, µM (top dose mostly 57.5 µM), without a hit: at the top dose activation, actives largely listed as activators; 370,000 compounds, 0.3% hits; note: potency is the fitted concentration of half-maximal effect; % is set by controls: 0 for no effect and ±100 for the full control effect; nearly all actives have a fitted effect of over 60% in size; many of its hits are not listed in these tables
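HEK293 cells stably expressing RXFP1, treated 30 min at 37C with compounds plus PDE4 inhibitor Ro 20174; cAMP measured by HTRF TR-FRET. Normalized to buffer and 29 nM porcine relaxin; EC50 by Hill fit.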
USP1-UAF1 inh: inhibitors of human USP1/UAF1 deubiquitinase; O94782; 390,000 compounds, 0.23% hits; Potency, µM (series often up to 57.1 µM), inactives show top-dose activity change, negative = inhibition, hits mostly inhibitors; recombinant USP1/UAF1, Ub-Rhodamine cleavage fluorescence; note: potency is the fitted concentration of half-maximal effect; % is set by controls: 0 for no effect and ±100 for the full control effect; nearly all actives have a fitted effect of over 60% in size; inactives centre near -12
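USP1/UAF1 complex at 1 nM was preincubated with compound for 15 min at room temperature, then Ub-Rho substrate (150nM final) was added. Fluorescence (480/540 nm) was read kinetically, 6 reads every 60 seconds.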
mIDH1 inhibitor: inhibitors of human mutant IDH1 R132H. O75874. IDH1-R132H enzyme, NADPH consumption, diaphorase/resazurin fluorescence. Potency, µM (highest dose often 76.6 µM), inactives show at the highest dose activity change, negative = inhibition, most hits filed as inhibitors. 390,000 compounds, 0.093% hits; note: potency is the fitted concentration of half-maximal effect; % is set by controls: 0 for no effect and ±100 for the full control effect; nearly all actives have a fitted effect of over 65% in size
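IDH1-R132H (0.5 ug/mL) preincubated 30 min with compound, then NADPH (0.016 mM) and alpha-KG (2 mM) added; 80 min at RT, pH 7.5. Remaining NADPH coupled via diaphorase/resazurin to fluorescence (540/590 nm); concentration-response curves normalized to no-enzyme control.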
GRP78 ERSR act: induces the endoplasmic reticulum stress response in human glioma cells; U87-MG GRP78 promoter luciferase reporter, 16 h; 420,000 compounds, 0.02% hits; Potency, µM, for inactives: top-dose activation, most hits filed as activators; note: potency is the fitted concentration of half-maximal effect; series mostly up to about 76 µM; % of control where 0% means no effect; nearly all actives have a fitted effect of over 35% in size
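Stably transfected U87-MG human glioma cells carrying a GRP78-based luminescent sensor were seeded at 1000 cells/well, pin-dosed with compounds and incubated 16 h. Luciferase reagent was then added, and end-point luminescence was read after 10 min at room temperature.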
* = called active by the depositor; ? = inconclusive; . = not tested or not shown; & = joins results of further samples; [ ] = remark or other dose. Unless noted, calls come from the whole dose curve; as a rule, active = well fitted curve in the direction sought with a large enough effect; inconclusive = small, poorly fitted or top-dose-only effect, or another doubt; inactive = no such curve, though single readings can be large; an effect the other way counts as inactive or inconclusive. Not all compounds are listed; the hit share may differ from the screen's.

SMILES	Vif-A3G inh	PI4K2A inh	Vif-APOBEC3F blk	LDHA inh	TrxR1 substrate	RXFP1 ag	USP1-UAF1 inh	mIDH1 inhibitor	GRP78 ERSR act
COc1cccc(NC(=O)CNC(=O)Cn2cnc3sc(C)c(C)c3c2=O)c1	-9%	0	0%	-4	-29%	7.4%	-17%	-4%	-3%
CCCCc1cc(=O)oc2cc(OCC(=O)NCc3ccccn3)c(Cl)cc12	2%	-4	-4%	-2	-6%	4.6%	-19%	5%	-5%
Cc1cc(NC(=O)c2ccc(Cn3cc([N+](=O)[O-])cn3)o2)no1	0%	-7	2%	-2	-1%	4.0%	-15%	-11%	-2%
CC(=O)Nc1ccc(N(C)S(C)(=O)=O)cc1	1%	2	-9%	-6	-3%	-0.8%	2%	-2%	-3%
Cc1ccc2ccccc2[n+]1CCCS(=O)(=O)[O-]	0%	16	.	7	7%	11%	-1%	-3%	-3%
CCOC(=O)C(=CNc1ccc(S(N)(=O)=O)cc1)C(=O)OCC	1%	0	-11%	-4	-12%	-0.7%	-13%	5%	-1%
C/C(=N\NC(=O)Cn1c(-c2ccccn2)nc2ccccc21)c1ccccc1	-2%	5	-6%	-1	-12%[57.1 µM]	-1.9%	-8%	9%	3%
O=C(COC(=O)C1=COCCO1)Nc1cc(Cl)c(Cl)cc1Cl	-5%	-1	-2%	-1	-9%	.	-3%	8%	3%
Cc1cc(=O)c2cccc(Br)c2[nH]1	2%	8	0%	-3	5%	4.3%	-6%	-3%	0%
Cc1ccc(NC2CC(=O)N(c3cccc([N+](=O)[O-])c3)C2=O)cc1 (centres undefined)	-4%	2	9%	0	9%[57.1 µM]	5.8%	-15%	10%	4%
Cc1csc(NC(=O)C2CC(=O)N(Cc3ccco3)C2)n1 (centres undefined)	-3%	0	-4%	6&-3	10%	1.0%	-16%	3%	0%
CC(OC(=O)CNC(=O)C1CCCCC1)C(=O)NCc1ccccc1 (centres undefined)	0%	-9	-22%	-1	4%	.	-5%	-9%	-3%
COc1ccc(CCNC(=O)COC(=O)C2=NNC(=O)CC2)cc1	3%	3	-8%	-5	.	.	8%	5%	0%
COc1ccc(OCC(=O)OC2CCN(C)CC2)cc1	-2%	0	0%	0	-3%	0.0%	-8%	4%	-3%
O=C(NCCc1ccc(Cl)cc1)C1CCN(Cc2cc3ccccc3n2Cc2ccccc2)CC1	2%	0	1%	-6	-6%[57.1 µM]	4.3%	?	-9%	-4%
Cc1ccc(OCc2cc(C(=O)N3CCC(C(O)C(C)C)CC3)no2)cc1C (centres undefined)	1%	6	1%	0	1%	2.6%	-23%	4%	1%
COc1ccc(Cl)cc1NC(=O)NCCn1c(=O)oc2ccc(C)cc21	6%	-2	-1%	-8	40%[activator]	-5.8%	-9%	5%	-1%
Cc1ncc(CN2CCCC(C(=O)Nc3ccc(-c4cccc(F)c4)cc3)C2)n1C (centres undefined)	-7%	-4	-11%	-4	-5%	-3.4%	-5%	1%	-4%
CCCc1nc2c(=O)n(C)c(=O)[nH]c2n1C	2%	-3	-18%	2	13%	0.7%	-4%	0%	0%
C/C(=N/NC(=O)CNC(=O)C1COc2ccccc2O1)c1cccc(O)c1 (centres undefined)	-1%	0	0%	-3	-5%	1.1%	-9%	-8%	-2%
Cc1ccc(CN(C)C(=O)CC2C(=O)NCCN2CC2CCCCC2)cc1 (centres undefined)	-7%	1	0%	-1	-5%[57.1 µM]	-1.9%	-20%	-5%	-2%
COC(=O)c1nnn(CC(=O)NC(=O)Nc2ccccc2F)c1C(=O)OC	0%&6%	1&1	2%&-6%	-8&-3	2%&-3%	1.6%&-0.2%	?	4%&8%	-4%&-4%
Cc1noc(/C=C/c2ccco2)c1S(=O)(=O)N1CCC(C(=O)Nc2ccc(F)cc2F)CC1	8%	-8	7%	-7	-4%	0.9%	1%	-24%	-5%
O=[N+]([O-])c1cc(Cl)cc(/C=N\Nc2ccccn2)c1O	0%	-2	-6%	-2	-12%	2.9%	-12%	2%	-2%
CCCS(=O)(=O)NC(=O)C1(C)CCCN(C(=O)c2oc3ccccc3c2C)C1 (centres undefined)	1%	2	.	-8	.	.	.	.	9%
CCn1c(SCC(=O)NCc2ccco2)nc2c(c1=O)SC(C)C2 (centres undefined)	0%	-3	0%	-5	-4%	0.2%	1%	2%	-3%
CC(=O)c1ccc(OCc2cc(C(=O)N(C)CCN3CCOCC3)no2)cc1	3%	-2	1%	0	3%	3.1%	-14%	0%	-2%
COc1cccc(-n2cc(CN(C)Cc3nc(Cc4ccccc4)no3)cn2)c1	2%	4	-3%	6	5%	-0.5%	-23%	9%	3%
COc1ccc(Cc2n[nH]c(=S)n2-c2cc(C)ccc2C)cc1OC	1%	-8	.	-8	.	.	.	.	-3%
CC(=O)Nc1cnc(NC(=O)c2cccc(F)c2)cc1C	2%	-4	.	3	7%	-1.2%	-11%	7%	-9%
COc1ccc(C(=O)CNc2cccc(F)c2)cc1	1%	3	11%	-2	5%[57.1 µM]	-1.1%	-17%	-12%	1%
O=C(CCN1C(=O)/C(=C/c2ccccc2)SC1=S)NNC(=O)c1ccncc1	4%	2	-4%	-6	-4%[57.1 µM]	-1.5%	-18%	0%	0%
CSc1ccc(/C=N/Nc2ccc(Cl)c(C(=O)O)c2)cc1	0%	-1	3%	-2	-4%	2.3%	-6%	6%	-14%
O=C(NCC(=O)N1CCOCC1)c1ccccc1	0%	-1	-15%	-3	0%[57.1 µM]	-0.6%	-9%	-9%	4%
CC(C)c1ccccc1Oc1c(C(F)(F)F)oc2c(CN3CCN(C)CC3)c(O)ccc2c1=O	0%	-1	2%	-11	-4%	0.0%	11%	-19%	-3%
CCOC(=O)c1ccc(NC(=O)C2(S(=O)(=O)c3ccc(Cl)cc3)CC2)cc1	2%	-8	-2%	1	1%	2.9%	-23%	15%	-1%
COc1ccc(CCN(C)C(=O)CSc2nnnn2C)cc1OC	-1%	1	-4%	-2	2%	0.6%	-23%	-4%	-3%
COc1cc(O)c(C(C)=O)c(CC(=O)O)c1	2%	-10	-1%	12	-6%	-0.8%	7%	-7%	-3%
O=[N+]([O-])c1cccc(C(=Nc2ccc(Cl)cc2)NO)c1	-1%	6	1%	-3	-6%	-0.1%	-25%	0%	-1%
Cc1ccc(OCC(=O)N2CCN(C(=O)c3cccnc3)CC2)cc1	1%	8	4%	-4	-13%	1.5%	2%	2%	0%
CCOC(=O)COc1nc(-c2ccc(Cl)cc2)cc(-c2ccco2)c1C#N	-3%	0	3%	1	30%[activator][57.1 µM]	8.8%	-1%	11%	-1%
COc1ccc(CC(=O)OCC(=O)N2CCN(S(=O)(=O)c3ccc(C)cc3C)CC2)cc1	0%	-2	-3%	-10	-5%	-1.8%	-19%	6%	-3%
CC(C)(CC(=O)O)CC(=O)NNc1ncccc1C#N	-1%	0	0%	-7	7%	6.6%	-18%	9%	-2%
O=C(CN(C(=O)c1csnn1)c1ccccc1C(F)(F)F)NCc1ccccc1	2%	2	0%	-4	-2%	0.2%	5%	-1%	-3%
CC(c1ccccc1)c1nnc(N)s1 (centres undefined)	2%	5	0%	1	-1%	-0.9%	-21%	6%	-4%

Whole records, looked up by structure:
`CCOC(=O)c1ccc(NC(=O)C2(S(=O)(=O)c3ccc(Cl)cc3)CC2)cc1` is listed with Vif-A3G inh = 2%; PI4K2A inh = -8; Vif-APOBEC3F blk = -2%; LDHA inh = 1; TrxR1 substrate = 1%; RXFP1 ag = 2.9%; USP1-UAF1 inh = -23%; mIDH1 inhibitor = 15%; GRP78 ERSR act = -1%
`CC(c1ccccc1)c1nnc(N)s1` (centres undefined) is listed with Vif-A3G inh = 2%; PI4K2A inh = 5; Vif-APOBEC3F blk = 0%; LDHA inh = 1; TrxR1 substrate = -1%; RXFP1 ag = -0.9%; USP1-UAF1 inh = -21%; mIDH1 inhibitor = 6%; GRP78 ERSR act = -4%

Continued:
SMILES	Vif-A3G inh	PI4K2A inh	Vif-APOBEC3F blk	LDHA inh	TrxR1 substrate	RXFP1 ag	USP1-UAF1 inh	mIDH1 inhibitor	GRP78 ERSR act
COc1cccc(C2=NOC(C(=O)N3CCN(C(=O)c4ccco4)CC3)C2)c1 (centres undefined)	-2%	-3	1%	-6	7%[57.1 µM]	0.8%	1%	3%	1%
CCCNC(=O)C1(C)CCN(C(=O)COCc2ccccc2)C1 (centres undefined)	-4%	-2	.	-5	.	.	.	.	12%
O=C1CCN(CCc2ccccc2)CCN1[C@H](CSc1ccc(Br)cc1)c1ccccc1	-8%	-1	-5%	-16	8%[57.1 µM]	0.5%	-22%	-8%	-2%
S=C1NNC2(NN1)C1CC3CC(C1)CC2C3	6%	-4	-13%	-6	9%	2.0%	-13%	1%	-5%
O=C1NC(=O)N2CCSC2(Cc2ccccc2)N1 (centres undefined)	-1%	-12	-4%	-5	14%[57.1 µM]	.	-17%	2%	11%
Cc1ccc(C)c(-c2nnc(NC(=O)c3ccc4c(c3)OCCO4)o2)c1	-11%	4	?	-3	-5%[57.1 µM]	3.6%	2%	-4%	0%
Cc1ccc(C)n1-c1ccc(C(=O)Nc2ccccc2)cc1	-15%	-5	-29%	-6	-6%	3.6%	-10%	1%	5%
Cc1onc(-c2ccccc2)c1C(=O)OCc1nnc(-c2ccc([N+](=O)[O-])cc2)o1	-6%	-5	-25%	-8	-7%	1.4%	-22%	5%	-5%
